# From PubChem BioAssay
# ROS inducer = ROS inducers in U2OS cancer cells, primary screen, cell-based, H2DCF-DA fluorescence | U2OS ROS induction | ROS induction (% of piperlongumine), % at 10 µM | 2% of 46,000 active | AID 624156, 2012; in the data active = ROS induction above about 79%, passing the limit was not always enough;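 also: 0% = DMSO vehicle median and 100% = reference compound median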
# An asterisk follows results filed as active; & = joins results of further samples. Some of the compounds tested; the hit share may differ from the screen's.
1	C[N+]1(C)CCC(=C(c2ccccc2)c2ccccc2)CC1
  ROS inducer: -7.1

2	Cc1ccc(N(CC2=NCCN2)c2cccc(O)c2)cc1
  ROS inducer: -9.1&-8.1

3	Oc1ccc(C2CNCCc3c2cc(O)c(O)c3Cl)cc1 (centres undefined)
  ROS inducer: 0.2

4	CN(C)CCCC1(c2ccc(F)cc2)OCc2cc(C#N)ccc21 (centres undefined)
  ROS inducer: -4.0

5	CCn1cc(C(=O)O)c(=O)c2cnc(N3CCNCC3)nc21
  ROS inducer: -2.4

6	CC(=O)CCCCn1c(=O)c2c(ncn2C)n(C)c1=O
  ROS inducer: -1.7

7	O=C(O)c1cccnc1Nc1cccc(C(F)(F)F)c1
  ROS inducer: 9.1

8	CCc1ccc(CCOc2ccc(CC3SC(=O)NC3=O)cc2)nc1 (centres undefined)
  ROS inducer: 14.0

9	CCN(CC)CCOC(=O)c1ccc(N)cc1
  ROS inducer: 6.4

10	COc1ccc(C2CNC(=O)C2)cc1OC1CCCC1 (centres undefined)
  ROS inducer: -0.4

# By substructure: the entries above with four or more nitrogen atoms (two)
5	CCn1cc(C(=O)O)c(=O)c2cnc(N3CCNCC3)nc21
  ROS inducer: -2.4

6	CC(=O)CCCCn1c(=O)c2c(ncn2C)n(C)c1=O
  ROS inducer: -1.7

# Two entries from above, as tab-separated lines:
no.	canonical_smiles	ROS inducer
7	O=C(O)c1cccnc1Nc1cccc(C(F)(F)F)c1	9.1
9	CCN(CC)CCOC(=O)c1ccc(N)cc1	6.4

# Some values from the list.
# Reading of compound 2 under ROS inducer: -9.1&-8.1
# Reading of compound 1 under ROS inducer: -7.1
# Reading of compound 3 under ROS inducer: 0.2
# Reading of compound 7 under ROS inducer: 9.1
# Reading of compound 6 under ROS inducer: -1.7

# Entries 8 to 9, quoted:
8	CCc1ccc(CCOc2ccc(CC3SC(=O)NC3=O)cc2)nc1 (centres undefined)
  ROS inducer: 14.0

9	CCN(CC)CCOC(=O)c1ccc(N)cc1
  ROS inducer: 6.4

# Later entries
11	O=C(O)CCC(=O)c1ccc(-c2ccccc2)cc1
  ROS inducer: -3.6

12	CCCCNc1ccc(C(=O)OCCN(C)C)cc1
  ROS inducer: -4.8

13	CCOC(=O)[C@H](CCc1ccccc1)N[C@@H](C)C(=O)N1Cc2ccccc2C[C@H]1C(=O)O
  ROS inducer: -5.0

14	C/C=C/C(=O)N(CC)c1ccccc1C
  ROS inducer: 8.9

15	CC(=O)O[C@]1(C(C)=O)CC[C@H]2[C@@H]3C=C(Cl)C4=CC(=O)C5CC5[C@]4(C)[C@H]3CC[C@@]21C (some centres undefined)
  ROS inducer: 10.2

16	C=C[C@H]1CN2CCC1C[C@@H]2[C@@H](O)c1ccnc2ccc(OC)cc12 (some centres undefined)
  ROS inducer: 2.3

17	CCC(NC(C)C)C(O)c1ccc(O)c2[nH]c(=O)ccc12 (centres undefined)
  ROS inducer: -3.4

18	CC(C)=CCOc1c2ccoc2cc2oc(=O)ccc12
  ROS inducer: -0.4

19	CC1Cc2ccccc2N1NC(=O)c1ccc(Cl)c(S(N)(=O)=O)c1 (centres undefined)
  ROS inducer: -1.3

20	N#Cc1ccc(C(c2ccc(C#N)cc2)n2cncn2)cc1
  ROS inducer: 0.9

21	COc1ccc(C[C@H]2COC(=O)[C@@H]2Cc2ccc(O[C@@H]3O[C@H](CO)[C@@H](O)[C@H](O)[C@H]3O)c(OC)c2)cc1OC
  ROS inducer: 16.9

22	COc1cc2ncnc(Nc3cccc(Cl)c3)c2cc1OC
  ROS inducer: 50.1&27.2

23	O=c1cc(-c2ccc(O)cc2)oc2cc(OC3OC(CO)C(O)C(O)C3OC3OCC(O)(CO)C3O)cc(O)c12 (centres undefined)
  ROS inducer: -7.1
